Assay outcomes: PubChem BioAssay, several laboratories
HSF-1 act: HSF-1 activators, primary screen, NIH3T3-HGL cells, MG132 stress, luminescence, single point | actives 1.7% (n = 300,000) | activation, % at 9 µM | NIH3T3-HGL HSF-1 luciferase reporter, 8 h; 100% = twice DMSO control signal;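 active means mean replicate activation of at least 50% with a set share of replicates each reaching 50%; inconclusive means only one of those two conditions met; inactive means mean below 50% and too few replicates reaching it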;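 further: 0% = median of the neutral control wells and 100% = twice that signal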
AI-2 QS mod: Vibrio harveyi AI-2 quorum sensing modulators, primary screen, JMH597 strain, luminescence/OD600 ratio; actives 0.4% (n = 300,000); Vibrio harveyi JMH597 AI-2 luminescence/OD600 ratio, 9 h; active compounds read low; strain lacks LuxN and CqsS sensors; 0 = neutral-control median; activity change, % at 7.5 µM; AID 2094, 2009; in the data active means activity change below about -75%, passing the limit was not always enough; inconclusive means no clear call, values can overlap the other calls;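 further: luminescence divided by OD600 gain over 9 h not by final OD600 alone; inactives centre near 13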
HIF act: HIF pathway transcriptional activators, primary screen, cell-based, U2OS HRE-luciferase, luminescence; U2OS HRE-luciferase reporter; normalized: DMSO 0%, desferrioxamine 100%; activation, % at 7.5 µM (by protocol); actives 0.32% (n = 300,000);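 active means mean activation of at least 10% of the iron chelator positive control signal, with at least half of replicates also reaching 10%; inconclusive means mean and replicate majority disagree about reaching 10%; inactive means mean and most replicates under 10%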
IEC-6 cytotox: cytotoxicity in IEC-6 intestinal epithelial cells, primary screen, cytotoxicity control for KLF5 inhibitor project, cell-based, luminescence; IEC-6 cytotoxicity, luminescence viability; inhibition, % at 5 µM; actives 0.78% (n = 290,000); in the data active means inhibition above about 22%;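 further: 0% = plate median of test compound wells and 100% = cytotoxic reference compound wells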
aSyn 5UTR inh: MLPCN primary screen, SNCA 5' untranslated region; alpha-synuclein 5'UTR reporter, inhibitor activity; inhibition, % (tested at 7.5 µM); actives 0.82% (n = 300,000); AID 1813, 2009; in the data active means inhibition above about 60%; inconclusive means no clear call, values can overlap the other calls;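 further: H4 neuroglioblastoma cells stably carrying SNCA 5'UTR luciferase fusion; 0% = DMSO wells and 100% = positive control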
SKKanGAS inh: S. pyogenes SKKanGAS growth inhibitors in kanamycin, primary screen, streptokinase expression inhibitor project, SKKanGAS strain, BacTiter-Glo luminescence; actives 1.3% (n = 300,000); AID 1662, 2009; 6 h; inhibition, % at 7.5 µM;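 active means mean replicate score, as percent of positive control median, at least 50; inconclusive means mean below 50 but one replicate at or above 50; inactive means mean and every replicate below 50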;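 further: strain carries kanamycin resistance gene driven by streptokinase promoter and grows in 40 µg/ml kanamycin; loss of luminescence reflects streptokinase promoter inhibition or plain growth inhibition; 0% = median of DMSO wells and 100% = positive control at its reference dose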
HSF1 inh: HSF1 inhibitors in luciferase reporter cells, primary screen, cell-based, NIH3T3, luminescence; NIH3T3-HGL HSE-luciferase, MG132-induced, luminescence 8 h; active compounds read low; actives 0.77% (n = 300,000); activity change, negative = inhibition, % at 7.5 µM (by protocol);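 active means more than half of replicate wells show activity change below -50%, luminescence cut by over half; inconclusive means some wells, but at most half, below -50%; inactive means no replicate well below -50%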;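 further: luciferase reports HSF-1 transcriptional activity via heat shock element; 0% = median of DMSO wells and -100% = zero luminescence signal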
KLF5 inh: KLF5 expression inhibitors, primary screen, DLD-1 cells, luminescence; actives 0.23% (n = 290,000); DLD-1 KLF5 promoter-luciferase reporter; inhibition, % at 5 µM;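 active means inhibition above a per-plate limit of that plate's mean compound inhibition plus 3 SD, cut at about 60% in these data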;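 further: 0% = DMSO wells and 100% = LY294002 at 200 µM; higher means less KLF5 promoter-driven luciferase light; inactives centre near -14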
Platelet DG rel: inhibitors of platelet dense granule secretion, primary screen, cell-based, MLPCN, human platelets; human platelet-rich plasma, SFLLRN dense granule ATP release, luminescence; inhibition, %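 (compounds screened at 7.5 µM in platelet-rich plasma)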; actives 0.22% (n = 300,000);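 active means mean replicate score, as percent of positive control, at or above 50; inconclusive means mean below 50 but at least one replicate at or above 50; inactive means mean and every replicate below 50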
HSP90 inh: HSP90 inhibitors, primary screen, cell lysate, luminescence; AID 1789, 2009; Rabbit reticulocyte lysate, luciferase refolding luminescence, 3 h; inhibition, % at 5.6 µM; Heat shock protein HSP 90 (rabbit reticulocyte lysate; luciferase refolding); actives 0.91% (n = 290,000);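 active means inhibition above the screen-wide mean plus 3 SD, computed separately per campaign, cut at about 16% in these data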;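 further: 0% = DMSO wells and 100% = 60 µM geldanamycin wells; inhibitors lower the luminescence because luciferase stays unfolded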
Numbers without * were called inactive; ? = inconclusive; . = not tested or not shown.

canonical_smiles	HSF1 inh	KLF5 inh	aSyn 5UTR inh	HSF-1 act	IEC-6 cytotox	SKKanGAS inh	Platelet DG rel	HIF act	AI-2 QS mod	HSP90 inh
C/C(=N\Nc1nc2ccccc2c(=O)n1O)c1ccco1	-1	-56	-119	10	0	0	-2	-0.2	11	0
C[C@@H]1C(=O)OC[C@H]1NC(=O)OCc1ccccc1	1	.	5	-13	.	2	-11	0.6	21	.
Cc1ccc(SCC(=O)OCC(=O)NCCCc2ccccc2)cc1	-1	.	3	-4	.	-1	-4	-1.2	24	.
CC(C)CNC(=O)C(=O)NCC1CCCN1S(=O)(=O)c1cccs1 (configuration not stated)	-5	.	-19	-7	.	3	11	-0.6	17	.
O=C(CSc1nnc(NC(=O)CN2CCOCC2)s1)Nc1ccccc1	-6	-4	-11	-1	2	-2	-36	0.1	16	-2
CCCN(CC1CC1)C(=O)CSc1nnc(-c2ccco2)n1N	3	8	-5	5	-5	-2	-1	-1.6	25	0
O=C(CN(C1CCCCC1)S(=O)(=O)c1ccccc1)NCC1CCCO1 (configuration not stated)	1	-16	-8	16	1	4	-2	-11	20	2
Cc1ccc(N2C(=O)N(CC(=O)Nc3cc(C)cc(C)c3)C(=O)C2C)cc1 (configuration not stated)	9	-6	-17	20	0	1	-4	-0.5	-1	5
C/C(CCc1ccccc1)=N\NC(=O)CC(=O)NCCc1ccccc1	-5	-18	1	-1	1	0	1	-2.0	-8	0
O=C(Nc1cc(=O)[nH]c(=O)[nH]1)c1cccc(C(F)(F)F)c1	3	-16	-4	26	-2	-1	5	-0.2	21	-6
Cc1ccc(N2C(=O)N(CC(=O)Nc3cccc([N+](=O)[O-])c3C)C(=O)C2C)cc1 (configuration not stated)	1	.	-5	-16	.	0	-11	2.3	25	.
COc1ccc(N2CCN(CCC(N)=O)CC2)cc1	-11	-8	21	3	5	-4	10	-0.2	-2	-2
COc1ccc(NC(=O)c2nnn(Cc3cccc(F)c3)c2N)c(OC)c1	0	37	36	-3	5	-13	-3	0.2	7	-2
Cc1cc2ccccc2c(=O)n1CC(=O)NCC(=O)N1CCN(c2cccc(Cl)c2)CC1	-1	-19	14	10	7	-6	-3	0.0	1	4
CCOC(=O)c1sc(NC(=O)c2cc3n(n2)C(C(F)(F)F)CC(c2cccs2)N3)c(C(=O)OCC)c1C (configuration not stated)	4	18	-19	2	7	20	-14	0.1	14	5
CCOc1ccc(N2CC(C(=O)NCc3ccc4c(c3)OCO4)CC2=O)cc1 (configuration not stated)	-2	-10	5	2	-4	-5	12	1.1	16	0
CCOC(=O)CSc1cc(C(F)(F)F)nc(-c2ccccn2)n1	1	-13	6	18	8	0	1	-0.5	8	0
O=C(CCN1C(=O)/C(=C/c2ccco2)SC1=S)Nc1ccc(O)cc1C(=O)O	2	-33	-42	-4	-17	9	-9	0.4	19	-4
O=c1cc(-c2ccc(Br)cc2)[nH][nH]1	5	7	-20	10	-8	6	-1	-0.1	22	12
O=c1[nH]c2ccccc2nc1Cc1ccccc1	-3	-4	-3	-3	5	0	8	-1.5	37	-3

3 compounds from above, arranged by count of non-hydrogen atoms, high to low.
canonical_smiles	HSF1 inh	KLF5 inh	aSyn 5UTR inh	HSF-1 act	IEC-6 cytotox	SKKanGAS inh	Platelet DG rel	HIF act	AI-2 QS mod	HSP90 inh
Cc1ccc(N2C(=O)N(CC(=O)Nc3cc(C)cc(C)c3)C(=O)C2C)cc1 (configuration not stated)	9	-6	-17	20	0	1	-4	-0.5	-1	5
CCCN(CC1CC1)C(=O)CSc1nnc(-c2ccco2)n1N	3	8	-5	5	-5	-2	-1	-1.6	25	0
C/C(=N\Nc1nc2ccccc2c(=O)n1O)c1ccco1	-1	-56	-119	10	0	0	-2	-0.2	11	0

Arranged by the number under KLF5 inh (high to low): some entries from above.
Structure | HSF1 inh | KLF5 inh | aSyn 5UTR inh | HSF-1 act | Platelet DG rel | AI-2 QS mod | HSP90 inh
O=C(CSc1nnc(NC(=O)CN2CCOCC2)s1)Nc1ccccc1 | -6 | -4 | -11 | -1 | -36 | 16 | -2
COc1ccc(N2CCN(CCC(N)=O)CC2)cc1 | -11 | -8 | 21 | 3 | 10 | -2 | -2
Cc1cc2ccccc2c(=O)n1CC(=O)NCC(=O)N1CCN(c2cccc(Cl)c2)CC1 | -1 | -19 | 14 | 10 | -3 | 1 | 4

Returning to the listing, repeating the 6 entries before the break.
canonical_smiles	HSF1 inh	KLF5 inh	aSyn 5UTR inh	HSF-1 act	IEC-6 cytotox	SKKanGAS inh	Platelet DG rel	HIF act	AI-2 QS mod	HSP90 inh
CCOC(=O)c1sc(NC(=O)c2cc3n(n2)C(C(F)(F)F)CC(c2cccs2)N3)c(C(=O)OCC)c1C (configuration not stated)	4	18	-19	2	7	20	-14	0.1	14	5
CCOc1ccc(N2CC(C(=O)NCc3ccc4c(c3)OCO4)CC2=O)cc1 (configuration not stated)	-2	-10	5	2	-4	-5	12	1.1	16	0
CCOC(=O)CSc1cc(C(F)(F)F)nc(-c2ccccn2)n1	1	-13	6	18	8	0	1	-0.5	8	0
O=C(CCN1C(=O)/C(=C/c2ccco2)SC1=S)Nc1ccc(O)cc1C(=O)O	2	-33	-42	-4	-17	9	-9	0.4	19	-4
O=c1cc(-c2ccc(Br)cc2)[nH][nH]1	5	7	-20	10	-8	6	-1	-0.1	22	12
O=c1[nH]c2ccccc2nc1Cc1ccccc1	-3	-4	-3	-3	5	0	8	-1.5	37	-3
O=C(O)c1csc(Cc2ccccc2)n1	-4	-16	21	-3	1	1	-6	-1.3	40	2
Cc1ccc(S(=O)(=O)N2CCN(C(=O)CSC3CCCC3)CC2)c(C)c1	6	10	23	-9	4	6	-8	-0.6	21	1
O=C(NCc1ccccc1)C(c1ccccc1)N(Cc1ccc2c(c1)OCO2)C(=O)Cc1cccs1 (configuration not stated)	6	1	12	-3	1	0	8	-0.6	18	-1
O=C(Nc1ccc(CN2CCOCC2)cc1)c1ccc(F)cc1	3	-67	-117	8	12	-2	.	3.0	-1	1
Cc1cc(S(=O)(=O)Nc2ccc(C(=O)NCC3(N4CCCCC4)CCCCC3)cc2)ccc1F	1	.	-8	-13	.	-6	-6	-0.8	42	.
COc1ccccc1NS(=O)(=O)c1ccc2c(c1)NC(=O)C(C)S2 (configuration not stated)	5	-7	-5	0	-1	-1	4	-0.3	19	2
Cc1nn(-c2ccc(Cl)c(Cl)c2)c(C)c1C(=O)O	-4	-2	-6	8	-2	-14	-4	-0.4	40	1
O=C(C1=C[C@@H](c2ccc(Br)cc2)C[C@@H](OCc2ccc(CO)cc2)O1)N1CCN(Cc2ccc3c(c2)OCO3)CC1	2	-6	33	12	-10	20	-1	1.3	16	17*
CCN(CCNC(=O)C1CCN(c2nnc(-n3cccc3)s2)CC1)c1ccccc1	6	-10	6	2	3	5	-9	-0.3	21	0
COc1ccc(-c2cc(C3CCN(Cc4ccc([N+](=O)[O-])cc4)CC3)[nH]n2)cc1	.	-6	-14	.	-4	4	11	-0.1	12	0
COC(=O)Cn1c(CN2CCN(c3ccc(F)cc3)CC2)nc2c1c(=O)n(C)c(=O)n2C	-13	.	5	-27	.	-5	16	0.2	25	.
CCCN(CCC)C(=O)/C=C/c1cccc([N+](=O)[O-])c1	-2	2	22	-2	0	-3	19	0.4	3	5
COc1ccc(-c2cc(=O)oc3c(C)c(OCC(=O)Nc4cccnc4)ccc23)cc1	0	-37	-17	0	-2	3	0	-0.4	12	-5
NC(=O)COc1ccc2cc(-c3ccccc3)c(=O)oc2c1	5	-62	-87	8	-2	-2	8	2.3	22	-4
COc1ccc(C(C#N)c2ccc(Cl)nn2)cc1 (configuration not stated)	-2	4	2	12	-5	-6	4	0.9	2	-2
CCCc1cc(=O)oc2cc(OCC(=O)NCCCN3CCOCC3)c(Cl)cc12	-3	-21	4	-6	-7	-4	3	1.7	26	-3
COc1ccccc1CNS(=O)(=O)c1ccc(-n2cnnn2)c(C)c1	-1	-1	-18	1	-3	13	0	0.1	7	0
CC(C)C(NC(=O)c1cccs1)C(=O)NC1=NCCS1 (configuration not stated)	4	-55	3	-3	-5	4	15	-0.2	-1	-1
COC(=O)C1C2C=CC3(CN(CCc4ccccc4)C(=O)C13)O2 (configuration not stated)	0	-31	19	-9	-5	-3	2	-2.2	15	3
Cc1ccc(C(=O)NNC(=O)c2cc3cc4ccccc4nc3s2)cc1	4	-39	8	0	1	3	8	0.1	4	2
NC(=O)c1nn(-c2ccc(Oc3ccccc3)cc2)c(=O)cc1O	6	-38	-2	-6	-8	5	2	-0.1	9	-2
COc1ccc(Br)cc1CSC(=N)N	-8	-14	-25	-2	5	-2	1	-0.4	13	-2
Clc1ccccc1SCc1nc2ccccc2[nH]1	33	-140	-91	29	3	1	-6	1.9	6	-2
CN(C(=O)/C=C/c1ccccc1)C1CCS(=O)(=O)C1 (configuration not stated)	-1	-41	-14	-3	-4	19	-1	-0.1	14	5
CCCC(C)NCC(=O)Nc1ccccc1-c1ccccc1 (configuration not stated)	1	-26	-2	-5	5	-3	8	0.0	24	4
O=C1c2ccccc2C(=O)N1Nc1ccccc1	-6	3	14	3	3	-2	2	0.1	30	2
CCc1ccccc1NC(=S)N1CCN(c2ccccc2F)CC1	0	-1	6	-1	-1	-16	-8	4.2	-2	7
CC(=O)Oc1ccc2c(=O)c(Oc3ccccc3)c(C)oc2c1OC(C)=O	0	-20	-46	7	-1	2	12	-17	18	-2
CCCCN(C)Cc1c(C)[nH]c2ccc(OCC)cc2c1=O	-2	11	-23	9	6	4	-12	-0.1	18	-1
CCC1(C)NC(=O)N(/N=C/c2ccc(C)s2)C1=O (configuration not stated)	0	-47	-46	27	0	6	-1	1.0	6	1
CC(=O)c1cccc(OCc2cc(C(=O)N(C)C(C)c3ccccn3)no2)c1 (configuration not stated)	4	-47	-14	16	-3	2	-11	-0.2	2	5
O=c1c2c(-c3ccc([N+](=O)[O-])cc3)csc2nc2n1CCC2	?	-7	44	-21	3	-2	-4	-0.3	12	-1
COc1ccc(CCNC(=O)c2ccccc2NC(=O)c2ccco2)cc1OC	3	-13	-8	-3	5	10	0	-0.1	7	4
COc1ccc2ccc3c(c2c1)N=C[C@]1(O3)N(C)c2ccccc2C1(C)C	11	3	16	13	5	56*	-6	0.3	15	4
CCOC(=O)c1c(NC(=O)CSc2nnc(-c3cccnc3)o2)sc2c1CCC2	3	-10	2	28	-8	-11	-2	0.5	8	0
